TDP2 absorb = blocks human TDP2 phosphodiesterase activity | recombinant TDP2, T5PNP hydrolysis, p-nitrophenol absorbance 415 nm | inhibition, % at 12.8 µM | 370,000 compounds, 0.34% hits | AID 720702;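 active = inhibition above the mean of all tested compounds plus 3 SD, set per campaign, cut at about 25% in these data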;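 also: 0% = DMSO with enzyme and 100% = buffer with substrate but no TDP2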
Target sequence (O95551 whole entry, looked up): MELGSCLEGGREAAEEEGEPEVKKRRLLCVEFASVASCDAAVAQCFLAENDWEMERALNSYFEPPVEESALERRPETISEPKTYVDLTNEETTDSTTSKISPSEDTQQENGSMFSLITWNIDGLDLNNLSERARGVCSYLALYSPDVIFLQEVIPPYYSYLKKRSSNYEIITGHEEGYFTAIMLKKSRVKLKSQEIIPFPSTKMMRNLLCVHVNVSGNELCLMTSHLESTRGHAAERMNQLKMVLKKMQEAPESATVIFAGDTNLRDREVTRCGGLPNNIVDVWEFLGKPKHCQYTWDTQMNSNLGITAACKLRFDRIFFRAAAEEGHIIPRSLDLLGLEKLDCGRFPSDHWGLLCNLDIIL
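Test system: human TDP2 enzyme; Input: 120 nM TDP2 per well; Buffer or medium: Mg2+-containing Tris-HCl buffer, pH 7.5; Reagent: 5 mM T5PNP; Dosing: 12.8 µM single point, 1% DMSO; Incubation: reaction 2 h, 37 °C; Detection: p-Nitrophenol epi absorbance; Read-out: % inhibition relative to enzyme-containing and enzyme-free wells; Replicates: single well per compound.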
Tn6 DDE FP = DD(E)-Tn6 binding inhibition, primary FP screen | Fibrin DD(E) TRITC-Tn6 fluorescence polarization displacement | inhibition, % at 8.3 µM | 370,000 compounds, 0.21% hits;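 active = inhibition above a per-campaign cutoff: mean of compounds within control limits plus 3 SD, cut at about 15% in these data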;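 also: 0% = median of all compound wells on the plate and 100% = blocking peptide control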
ARFGAP1 inhibitor = rat ARFGAP1 inhibition | Q62848 | Arfgap1-stimulated ARF1 GTP hydrolysis, GDP FP detection | inhibition, % at 16.5 µM | 360,000 compounds, 0.26% hits;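 active = inhibition above a per-plate limit, mean inhibition of low control wells plus 3 SD, cut at about 25% in these data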;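 also: 0% = DMSO wells with enzyme and 100% = wells lacking Arfgap1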
Target sequence (Q62848 1-136 limits assumed): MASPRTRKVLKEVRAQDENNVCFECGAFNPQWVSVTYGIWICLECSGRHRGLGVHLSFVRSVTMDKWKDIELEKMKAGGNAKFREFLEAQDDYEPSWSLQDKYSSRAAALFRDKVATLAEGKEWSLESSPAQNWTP
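System: truncated rat Arfgap1 GAP domain / Medium: HEPES-based buffer, pH 7.5 / Also added: N-terminally truncated human ARF1-GTP substrate / Incubation: enzyme reaction 120 min at 25 °C after 20 min preincubation / Measured by: FP of antibody-bound GDP Alexa 633 tracer, ex 620/em 688 nm / Replicates: singlicate, each compound tested once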
ADAM17 inh = inhibits human ADAM17 | P78536 | recombinant ADAM17, EDANS/DABCYL FRET peptide cleavage | inhibition, % at 6.95 µM | 370,000 compounds, 0.83% hits;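 active = inhibition above the mean of compounds lying between control limits plus 3 SD, set per campaign, cut at about 8.5% in these data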;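 also: 0% = DMSO-only wells as the low control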
ADAM10 inh = inhibitors of human ADAM10; recombinant ADAM10, EDANS/DABCYL FRET peptide cleavage, 3 h; 370,000 compounds, 0.62% hits; O14672; inhibition, % at 7 µM; AID 720582;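 active = inhibition above a per-campaign cutoff equal to the mean of compounds falling between control-based bounds plus 3 SD, cut at about 20% in these data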;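 also: 0% = DMSO wells while the 100% control is not disclosed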
Tn7 DDE FP = disrupts Tn7 cyclic peptide binding to fibrin D-Dimer-E complex | inhibition, % at 8.3 µM | FP displacement of FITC-Tn7 peptide from fibrin DD(E); 0% = median of compound wells per plate | 370,000 compounds, 0.13% hits | AID 720508 | P02675;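 active = inhibition above the mean of compounds falling within the control limits plus 3 SD of them, cut at about 14% in these data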;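 also: 0% = plate median of compound wells and 100% = 10 µM Aha-Tn7 peptide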
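Measure: % inhibition scaled between sample-field median and high-control FP; Test system: human fibrin DD(E); Quantity: 2 µM final DD(E) protein; Doses: one dose, 8.3 µM nominal; Schedule: compound with protein 10 min, then 3 h after probe, room temperature; Detection: fluorescence polarization; Medium: Tris buffer with calcium and detergent, pH 7.8.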
KLK7 zymogen act = activates the human kallikrein-7 zymogen; purified proKLK7, EDANS-DABCYL substrate fluorescence; 100% is mature enzyme control, 0% vehicle; activation, % at 7 µM; 370,000 compounds, 0.9% hits; AID 652039;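 active = activation above the mean of all tested compounds plus 3 SD, computed per campaign excluding outliers beyond control limits, cut at about 13% in these data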
PLC-gamma1 inh = blocks human PLC-gamma1 enzyme activity; inhibition, % at 12.2 µM; AID 720700; purified PLC-gamma1, fluorogenic substrate, fluorescence; 370,000 compounds, 0.84% hits; in the data active = inhibition above about 9.5%
LEDGF integ inh = blocks HIV-1 LEDGF/p75-dependent DNA integration. TR-FRET IN-LEDGF/p75 DNA integration, Eu/Cy5. inhibition, % at 3.7 µM. 370,000 compounds, 0.64% hits;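 active = inhibition above the screen-wide mean plus 3 SD, cut at about 13% in these data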;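 also: signal is the Cy5 over europium emission ratio at 671 and 618 nm; 0% = plate median of compound wells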
ASAP1 GAP inh = inhibitors of human ASAP1 ArfGAP activity | Q9ULH1 | inhibition, % at 16.5 µM | 360,000 compounds, 0.19% hits | ASAP1-stimulated ARF1 GTP hydrolysis, GDP FP detection; in the data active = inhibition above about 25%;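 also: 0% = vehicle with enzyme and substrate and 100% = no enzyme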
Target sequence (Q9ULH1 325-724 limits assumed): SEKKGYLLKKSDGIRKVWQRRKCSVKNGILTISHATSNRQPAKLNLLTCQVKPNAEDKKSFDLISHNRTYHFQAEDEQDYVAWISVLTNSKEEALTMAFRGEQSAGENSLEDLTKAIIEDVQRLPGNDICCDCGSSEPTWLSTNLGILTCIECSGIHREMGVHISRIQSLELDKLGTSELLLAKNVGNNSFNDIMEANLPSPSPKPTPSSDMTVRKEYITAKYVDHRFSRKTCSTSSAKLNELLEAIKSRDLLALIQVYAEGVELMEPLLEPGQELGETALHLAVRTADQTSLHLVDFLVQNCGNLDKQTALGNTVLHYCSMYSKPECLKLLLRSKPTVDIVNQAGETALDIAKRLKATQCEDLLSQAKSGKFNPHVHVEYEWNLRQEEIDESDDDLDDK
Numbers without * were called inactive; i = inactive; x = no result given.

SMILES	TDP2 absorb	Tn6 DDE FP	ARFGAP1 inhibitor	ADAM17 inh	ADAM10 inh	Tn7 DDE FP	KLK7 zymogen act	PLC-gamma1 inh	LEDGF integ inh	ASAP1 GAP inh
COc1ccc(NC(=S)N(CCCN2CCCCC2)Cc2cccs2)cc1	-1	-2	-5	-4	-8	4	0.3	-1	87*	-12
O=[n+]1c2c(n([O-])c3cc(Cl)ccc31)CCCC2	-5	10	0	1	-2	3	0.7	2	-3	0
CCOP(=O)(C1=C(O)C(=O)C(C(C)(C)C)=CC1=O)c1ccccc1 (stereo unspecified)	13	3	-5	-2	2	-4	0.3	1	0	-9
Cc1cc(C)cc(NC(=O)C2CCN(c3nccs3)CC2)c1	2	-2	5	-2	5	-6	0.2	0	0	3
O=C(CCNC(=O)c1ccc(Br)cc1)NCCCSc1ccccc1	-2	-3	7	-4	-3	1	0.3	1	2	-2
O=C(Nc1cccc(O)c1)C(=O)Nc1ccccn1	-1	0	-2	-3	-2	8	0.1	-1	0	12
COc1ccc2[nH]c(C)c(CCN3C(=O)C4C5C=CC(C5)C4C3=O)c2c1 (stereo unspecified)	12	-3	-7	-11	-35	4	1.1	-70	4	7
O=C(NC1CCCN(Cc2ccc(Cl)cc2)C1)c1cccc(N2CCCC2=O)c1 (stereo unspecified)	-6	-5	-8	0	-8	-13	-0.5	4	0	8
Cc1c(Cc2ccc3c(c2)OCO3)sc(NC(=O)C(C)(C)C)c1C#N	12	-8	5	-3	-4	8	0.1	1	-1	5
COc1ccc(N(CC(=O)N2CCCCCC2)S(=O)(=O)c2c(C)[nH]c(=O)[nH]c2=O)cc1	-3	13	-5	-1	-3	2	0.0	3	-1	-3
N#CC(C#N)=CC1=C2OC(c3ccccc3)=CC(c3ccccc3)=C2CCC1	5	6	-6	-3	-7	2	0.2	-1	-2	9
COc1cccc(NC(=O)CN(C)C(=O)CCNC(=O)c2ccccc2Cl)c1	4	5	5	-5	-7	0	0.7	0	-2	-1
O=C1NC(=O)C2(CCCCC2)N1	-5	-2	16	0	-23	5	-0.1	5	-5	-9
C[C@]12CCC(=O)C=C1CCC1C2CC[C@@]2(C)C1CCC21OCCO1 (stereo partly specified)	3	-1	-5	-6	-12	4	0.2	3	-4	20
CN(C)CCNC(=S)Nc1cccc(Cl)c1	-6	6	0	0	0	-5	-0.1	0	1	15

Next section; the last two above are carried over.
SMILES	TDP2 absorb	Tn6 DDE FP	ARFGAP1 inhibitor	ADAM17 inh	ADAM10 inh	Tn7 DDE FP	KLK7 zymogen act	PLC-gamma1 inh	LEDGF integ inh	ASAP1 GAP inh
C[C@]12CCC(=O)C=C1CCC1C2CC[C@@]2(C)C1CCC21OCCO1 (stereo partly specified)	3	-1	-5	-6	-12	4	0.2	3	-4	20
CN(C)CCNC(=S)Nc1cccc(Cl)c1	-6	6	0	0	0	-5	-0.1	0	1	15
CCCc1c(C(=O)N/N=C/c2ccc3c(c2)OCO3)nnn1-c1nonc1N	6	8	-2	0	-21	3	0.1	3	-5	-5
CN(C)S(=O)(=O)c1ccc(NC(=O)Cn2nc(-c3ccc4c(c3)OCCO4)ccc2=O)cc1	2	3	-8	1	2	12	-0.1	-2	3	-2
O=C(NC1CCCCC1)N1CCCC(c2nc(-c3cccs3)no2)C1 (stereo unspecified)	-6	-3	5	3	2	-2	-0.5	10*	0	7
Cc1ccccc1CN1CCNC(=O)C1CC(=O)NC1CCCCCCC1 (stereo unspecified)	8	0	0	-5	-13	7	0.6	-8	1	-16
Cc1ccc(/C=N/NC(=O)c2nnn(-c3nonc3N)c2CNc2ccccc2)cc1	1	-7	7	2	-7	1	0.3	1	-1	3
O=C(O)c1ccc(N2CCCCS2(=O)=O)cc1	4	6	6	1	-9	0	-0.7	0	-6	6
O=S(=O)(NCC1CCCO1)c1cccc(S(=O)(=O)N2CCCC2)c1 (stereo unspecified)	2	-4	6	0	13	5	-0.1	5	-4	3
NC(=O)CNc1ncc(C(F)(F)F)cc1Cl	-4	8	-16	-4	-3	-5	0.1	0	0	8
Cc1nnsc1C(=O)NC(C)C12CC3CC(CC(C3)C1)C2 (stereo unspecified)	-7	3	5	-3	-4	-1	0.3	-3	-2	-8
COc1ccc2[nH]cc(CCN=C3SCC(=O)N3C)c2c1	-9	6	2	0	-2	-8	0.8	-2	-1	-16
CN(C)c1ccc(/C=C/c2ccc3ccccc3[n+]2C)cc1	-7	14	-2	0	3	-3	-0.2	-1	-11	10
Cc1nc(N2CCOCC2)nc(N2CCC(C)CC2)c1[N+](=O)[O-]	9	-6	5	1	2	-5	-0.5	4	1	4
Cc1ccc(-c2cc(C(=O)Nc3cc(C)on3)c3ccccc3n2)cc1	3	-5	6	-7	-27	2	-1.1	-11	-2	-4
COc1ccc(C(=O)NCCS(=O)(=O)NCc2cccnc2)cc1	-5	3	12	-4	-9	7	-0.6	2	-7	-1
CCCCCOc1ccc(CSCCNC(=S)Nc2ccccc2)cc1	37*	8	9	-3	-12	3	-0.6	2	-4	8
COc1ccc(/C=C2\CC3(OC(=O)C4CCCC4)CCCN2C3)cc1 (stereo unspecified)	7	-5	x	1	-9	1	0.7	0	3	x
O=C(CSc1nnc(COc2ccc(F)cc2)o1)N1CCCCC1	6	3	17	-2	-8	-4	-0.1	-1	-1	6
CCOc1ccc(-n2c(-c3ccco3)nc3c(cnn3-c3ccc(C)cc3)c2=O)cc1	5	-5	8	0	3	8	0.2	2	-1	-2
CCN(C(=O)Cn1cnc2c1c(=O)n(C)c(=O)n2C)C1CCCCC1	7	-3	-9	-6	-15	3	0.2	-1	0	-13
CCn1ccnc1CN(C)Cc1nc(Cc2cccc(C(F)(F)F)c2)no1	4	-6	-6	-4	0	8	-0.5	0	2	3
C[C@H]1[C@@H](OC(=O)NCc2ccco2)CC[C@@]23CCCN2C(=O)CCC[C@@H]13	2	-2	x	-5	-3	-2	x	4	5	x
C[C@H](CO)N1C[C@H](C)[C@@H](CN(C)C(=O)Nc2ccc(C(F)(F)F)cc2)Oc2c(NS(=O)(=O)c3ccc(F)cc3)cccc2C1=O	2	-11	9	5	10	1	0.2	3	5	8
CC1=C(C(=O)N(C(C)C)C(C)C)CC(CC(=O)NCc2ccco2)C(=O)N1CCC1=CCCCC1 (stereo unspecified)	-7	8	4	-1	-6	4	-0.3	1	-2	5
Cc1ccc(C(C(=O)NC(C)(C)C)N(Cc2cccs2)C(=O)c2csnn2)cc1 (stereo unspecified)	-6	5	6	0	-1	-1	0.6	1	1	6
O=C(Nc1ccc(-c2ccc3nncn3n2)cc1)C1CCCC1	6	-2	-9	-12	-21	1	0.1	-128	0	-4
O=c1onc(-c2ccccc2)n1Cc1ccc([N+](=O)[O-])cc1	-1	6	1	-2	2	-3	-0.2	5	-3	-4
CCN1CCN(C(=O)N2CCOCC2)CC1	4	6	-3	-1	2	-5	0.0	-2	1	1
COc1ccnc(Oc2ccc3ccccc3c2)c1C#N	-4	-6	-5	1	-8	-7	0.2	2	5	-2
COc1ccc(-c2coc3cc(O[C@@H]4O[C@H](CO)[C@@H](O)[C@H](O)[C@H]4O)ccc3c2=O)cc1	-4	-3	10	-2	-5	-3	0.4	-12	2	-2
Cc1nc2ccccc2nc1OCc1cccc(Cl)c1	5	10	0	-25	-83	-1	1.1	-10	0	11
COc1ccc(CN2C(=O)CCC2(C)c2nnnn2Cc2ccccc2)cc1 (stereo unspecified)	-13	-4	-14	-4	-1	5	0.3	7	0	4
COC(=O)c1ccc(CNC(=O)C(NC(=O)c2ccco2)C(C)C)cc1 (stereo unspecified)	-7	-3	-10	-6	-9	-2	-0.5	-2	2	-5
Clc1ccc(-c2cccc3nccn23)cc1	-12	-3	-9	i	i	-6	25*	i	4	-16
CCOc1ccc(NC(=O)C(C)SC(N)=O)cc1 (stereo unspecified)	-3	4	8	-1	-3	-6	0.2	0	0	1
COC(=O)[C@]12CCCCC=C1N(CCc1ccc(OC)c(OC)c1)C(=O)[C@H](CC(=O)N1CCN(C(=O)C3CC3)CC1)C2	-6	6	2	-1	0	-9	0.5	2	1	2
C[C@]12CCC(=O)C=C1C=C[C@@H]1[C@@H]2CC[C@@]2(C)[C@H]1CC[C@@]21CCC(=O)O1	-10	-6	0	0	11	-6	0.1	2	3	7
CC1CCc2cc(F)ccc2N1C(=O)CSc1nnc2c(n1)[nH]c1ccccc12 (stereo unspecified)	11	1	16	-1	2	4	1.4	0	2	4
Nc1ccccc1Nc1ccc([N+](=O)[O-])cc1[N+](=O)[O-]	3	-2	9	0	10	4	-0.6	3	-2	-13
O=C(COc1ccc2ccc(=O)oc2c1)NCCc1c[nH]c2ccc(F)cc12	9	-5	12	-22	-13	-5	3.4	1	3	-3
COCCN(Cc1nc2ccccc2c(=O)[nH]1)C(=O)c1cccc(S(=O)(=O)N2CCCC2)c1	3	6	-2	-1	-10	4	0.1	-3	2	-16
O=C(CCNC(=O)c1ccc([N+](=O)[O-])cc1)Nc1cc(Cl)ccc1N1CCOCC1	1	-6	-6	-10	-11	3	-0.3	-2	-1	1
O=C(CN1C(=O)C(c2ccc(F)cc2)=NC12CCCC2)Nc1ccc(F)cc1	3	7	-2	3	8	2	1.0	4	4	2
O=S(=O)(c1cccc(Br)c1)N1CCN(S(=O)(=O)c2ccc3c(c2)OCCO3)CC1	-1	11	4	1	2	-5	-0.5	3	4	-2
CC(C(=O)N(C)c1ccccc1)N1CCN(C(=O)c2ccccc2)CC1 (stereo unspecified)	-12	-10	-5	-1	-9	1	-1.1	-2	5	-1
CCCn1c(=N)c(C(=O)NC2CCCC2)cc2c(=O)n3cccc(C)c3nc21	-11	2	-6	i	i	-6	133*	i	1	2
COCCCN(C(=O)CC1OC(=O)c2ccccc21)c1c(N)n(Cc2ccccc2)c(=O)[nH]c1=O (stereo unspecified)	7	4	11	-2	-12	5	-0.5	-6	-2	10
C/C(=N/NC(=O)CSc1nc2ccccc2n1C)c1ccncc1	3	-5	5	-3	-6	8	0.3	1	3	1

Rewritten as comma-separated lines: 2 of the compounds above
Structure,TDP2 absorb,Tn6 DDE FP,ARFGAP1 inhibitor,ADAM17 inh,ADAM10 inh,Tn7 DDE FP,KLK7 zymogen act,PLC-gamma1 inh,LEDGF integ inh,ASAP1 GAP inh
CN(C)CCNC(=S)Nc1cccc(Cl)c1,-6,6,0,0,0,-5,-0.1,0,1,15
COC(=O)[C@]12CCCCC=C1N(CCc1ccc(OC)c(OC)c1)C(=O)[C@H](CC(=O)N1CCN(C(=O)C3CC3)CC1)C2,-6,6,2,-1,0,-9,0.5,2,1,2
